bIAP activator – increases bovine intestinal alkaline phosphatase activity; actives 0.17% (n = 200,000); activation factor at 20 µM; AID 1016; purified bovine IAP, CDP-star luminescence, 30 min; active compounds read high; fold of DMSO-control signal, blank-subtracted;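 active means activation factor of 2 or more at 20 µM, a signal rise over negative controls twice the positive control's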
FLuc inh counter – counter-screen for luciferase assay inhibitors: firefly luciferase inhibition; actives 1.5% (n = 200,000); ATPLite firefly luciferase biochemical luminescence, 10 min; inhibition, % at 10 µM; AID 1006;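 active means inhibition above about 50% when tested at 10 µM, limit read from the data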
Target sequence (P08659 whole entry, looked up): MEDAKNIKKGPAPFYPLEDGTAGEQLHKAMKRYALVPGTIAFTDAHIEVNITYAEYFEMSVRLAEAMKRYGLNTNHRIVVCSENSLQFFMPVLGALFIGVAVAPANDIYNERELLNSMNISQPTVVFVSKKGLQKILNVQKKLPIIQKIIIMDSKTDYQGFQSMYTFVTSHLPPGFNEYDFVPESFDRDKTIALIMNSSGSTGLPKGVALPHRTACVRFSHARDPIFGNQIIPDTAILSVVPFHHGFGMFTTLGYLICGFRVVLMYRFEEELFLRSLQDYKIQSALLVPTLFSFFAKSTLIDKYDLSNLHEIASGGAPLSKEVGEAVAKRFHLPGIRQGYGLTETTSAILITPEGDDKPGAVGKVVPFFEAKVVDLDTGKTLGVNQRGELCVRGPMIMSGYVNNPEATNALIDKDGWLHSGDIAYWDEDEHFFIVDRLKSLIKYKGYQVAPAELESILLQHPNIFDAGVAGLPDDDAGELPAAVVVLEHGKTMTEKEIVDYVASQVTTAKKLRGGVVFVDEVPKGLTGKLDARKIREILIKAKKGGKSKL
NF-kB expr up – compounds increasing NF-kB expression in human neuronal cells; NF-kB reporter expression; active compounds read high; AID 1239; fold change at 12.5 µM; actives 1.6% (n = 190,000); in the data active means fold change above about 3.3
TNAP inh hiacc – blocks human TNAP under high phosphate acceptor concentration | P05186 | purified TNAP, CDP-star luminescence, 1 M DEA | inhibition, % at 20 µM | actives 0.03% (n = 200,000) | AID 1135;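 active means over 50% inhibition of tissue-nonspecific alkaline phosphatase at 20 µM in the single-dose screen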;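 further: plate controls were DMSO wells for no effect and EDTA-quenched wells as full inhibition for full effect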
TNAP inh noacc – blocks human TNAP activity with no phosphate acceptor present; AID 1012; purified TNAP, CDP-star luminescence, 30 min; inhibition, % at 20 µM; actives 0.26% (n = 200,000);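 active means tissue-nonspecific alkaline phosphatase inhibition above about 50% at 20 µM in the single-dose screen, limit read from the data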;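 further: 0% = DMSO negative control and 100% = EDTA positive control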
PMI act – phosphomannose isomerase (human) activation; actives 0.005% (n = 190,000); P34949; AID 1214; activation factor at 20 µM; purified human PMI, coupled resazurin fluorescence, 20 min; active compounds read high; 1 = vehicle control, 0 substrate-free wells;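 active means activation factor of 2 or more at 20 µM, relative to plate controls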
Target sequence (P34949 whole entry, looked up): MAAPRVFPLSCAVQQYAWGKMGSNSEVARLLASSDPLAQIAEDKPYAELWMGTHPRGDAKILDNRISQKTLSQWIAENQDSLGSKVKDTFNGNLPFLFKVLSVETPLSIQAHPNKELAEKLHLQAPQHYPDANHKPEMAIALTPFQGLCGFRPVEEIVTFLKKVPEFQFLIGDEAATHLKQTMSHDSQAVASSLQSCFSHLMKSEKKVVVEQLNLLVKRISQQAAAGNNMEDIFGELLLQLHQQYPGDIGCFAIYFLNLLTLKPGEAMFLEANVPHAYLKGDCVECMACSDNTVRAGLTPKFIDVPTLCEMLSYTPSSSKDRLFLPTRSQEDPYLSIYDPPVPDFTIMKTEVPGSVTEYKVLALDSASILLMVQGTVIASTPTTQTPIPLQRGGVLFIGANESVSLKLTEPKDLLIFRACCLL
PMI act satM6P – increases human PMI activity with near-saturating mannose 6-phosphate | P34949 | coupled PMI enzyme assay, resazurin fluorescence, 20 min; active compounds read high; 1 = untreated enzyme, 0 = substrate-free blank | activation factor at 20 µM | actives 0.34% (n = 190,000);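 active means activation factor of 2 or more at 20 µM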
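Test system: Human PMI in coupled enzyme assay | Input: 15 ng/mL PMI | Medium: HEPES-buffered pH 7.4 with magnesium and detergent | Compound: One concentration, 20 µM, in 1% DMSO | Incubation: Enzyme reaction with compound 20 min at room temperature | Detection: Diaphorase-driven resazurin-to-resorufin fluorescence, excitation 544, emission 590 nm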
APP 5'UTR act – APP 5'UTR luciferase reporter activation. SH-SY5Y APP 5'UTR luciferase reporter, luminescence; zero percent = DMSO vehicle wells. activation, % at 2 µM. actives 1% (n = 190,000). AID 1276;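 active means activation above a set limit, based on mean plus 3 SD of controls, cut at about 140% in these data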; further: values of inactives mirror those of a sister screen read the other way
FLuc act counter – affects firefly luciferase, flagging false hits in luciferase stimulation screens; P08659; ATPlite luciferase biochemical, luminescence, 10 min; 0 = ATP-free wells, 1 = DMSO control; activation factor at 10 µM; 200,000 tested, under 10 active; AID 1027;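 active means luciferase activation factor, scaled between plate controls, of at least 2 with compound at 10 µM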
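Assay system: Luciferase/luciferin reagent mix; Medium: PBS as buffer for the ATP substrate; Dosing: test compounds dosed from 2 mM stocks in 100% DMSO; Times: 10 min, room temperature; Signal: luminescence from luciferase reaction; Read-out: luciferase activation; Controls: No-ATP low control, compound-free enzyme-plus-ATP high control.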
TNAP act hiacc – activators of human TNAP at high phosphate acceptor concentration; purified TNAP, CDP-star luminescence, 1 M DEA, 30 min; active compounds read high; 0 = EDTA background, 1 = DMSO-only activity; 200,000 tested, under 10 active; activation factor at 20 µM; AID 1136;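 active means activation factor at least 2 at 20 µM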
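Test system – human TNAP · Doses – 20 µM single point · Incubation – 30 min, room temperature · Signal – luminescent substrate turnover signal · Read-out basis – activation factor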
* = called active by the depositor; · = not tested or not shown.

Values in the order – PMI act, TNAP act hiacc, bIAP activator, NF-kB expr up, APP 5'UTR act, FLuc act counter, TNAP inh hiacc, FLuc inh counter, TNAP inh noacc, PMI act satM6P
Cc1ccc(-c2cc(-c3ccccc3[N+](=O)[O-])[nH]n2)c(O)c1
    0.9, 1, 1.4, 4*, 132, 0.9, -4, 11, -218, 0.9
Cc1cccc(C(=O)NCCCN2CCCC2=O)c1
    1, 1, 1, 1.2, 7, 1, 1, -5, -13, 1
Cc1cc(NC(=O)/C(C#N)=C/c2ccc(-c3ccc(SC(F)F)cc3)o2)n(-c2ccccc2)n1
    0.8, 0.9, 0.8, 1.3, -5, 1, 13, 0, 4, 0.9
CCOP(=O)(c1ccccc1)c1nc(-c2ccccc2C)oc1N1CCCCC1 (configuration not stated)
    0.9, 1, 1.2, 0.93, -9, 1.1, -5, -10, 5, 0.9
O=C(O)Cn1c(-c2ccccc2)nc2ccccc21
    1.1, 1, 0.8, 1.2, 0, 1.1, -3, -7, -3, 1.1
O=[N+]([O-])c1cccc(-n2cccc2/C=N/Nc2nc(N3CCCCC3)nc(N3CCCCC3)n2)c1
    1.3, 1, 1, 1.2, 7, 1, -1, -5, -10, 1
CC(=O)N1N=C(c2cccs2)CC1c1cccc([N+](=O)[O-])c1 (configuration not stated)
    0.9, 1, 1, ·, 19, 1, -4, -2, -7, 0.9
CCN(CC)C(=O)Cn1cnc2sc(C(=O)N3CCN(c4ccc(OC)cc4)CC3)c(C)c2c1=O
    1, 1, 1, 1.1, -5, 1.1, -2, -7, -6, 1
CCOC1=C/C(=C/c2c(N)n3nc(S(=O)(=O)CC)sc3nc2=O)C=CC1=O
    0.8, 0.6, 0.8, 1.2, 19, 1, 35, -2, 30, 0.9
CCN(CC)C(=O)CSc1nc2cc3c(cc2c(=O)n1CCCC(=O)NCc1ccc(OC)cc1)OCO3
    1, 1, 1.2, 0.76, 7, 1, 2, -2, -9, 1
Cc1nc2ccc(NC(=O)c3ccc4ccccc4n3)cc2s1
    1, 1, 1.1, 2.3, 76, 0.8, 0, 15, -6, 1
Cc1nn(C(=O)/C(C#N)=C/N(C)C)c(C)c1C
    1, 1, 1.1, 1.1, -2, 1, 0, -1, -12, 1
COc1ccc(CN2CCNC(=O)C2CC(=O)NCCSc2nccn2C)c(OC)c1 (configuration not stated)
    0.9, 1.1, 1.1, 1.2, -18, 1.1, -11, -7, -10, 0.9
CCOc1cc(CNCCO)cc(Br)c1OCc1ccc(Cl)cc1
    1.1, 1, 1.1, 0.96, 12, 1.1, -4, -9, 6, 1.1
CCC(C)N1CC(O)=C(c2nc3ccccc3[nH]2)C1=N (configuration not stated)
    1, 1.1, 1.8, 2.2, 35, 0.9, -12, 8, -202, 1
O=C(Cn1cnc2c(cnn2-c2ccccc2)c1=O)OCc1ccccc1
    1.1, 1.1, 0.9, 2.4, 10, 1, -6, 0, -11, 1.1
COc1ccc(NC(=O)CSc2ncn(-c3ccccc3)n2)cc1Cl
    0.9, 1, 0.7, 1, -9, 1.1, -3, -9, -5, 0.9
O=C(OCC(=O)N1CCCCC1)c1cc2ccccc2cc1O
    1, 1, 1, 1.6, 19, 0.9, -3, 8, -27, 1
CCN(CC)C(=O)CP(=O)(c1ccccc1)c1ccccc1
    1, 1, 1, 1.1, -2, 1, -4, -4, -8, 0.9
O=C(Cn1c(=O)n(-c2cccc(Cl)c2)c(=O)n1CC(=O)N1CCCCC1)N1CCCCC1
    0.9, 1, 1, 1.2, 5, 1.1, -2, -12, -8, 0.9
CCOC(=O)CC(/C(C)=N\O)c1ccccc1 (configuration not stated)
    1, 1.1, 0.9, 0.97, 0, 1.1, -10, -6, -15, 0.9
CCOc1cc(CNc2ccccc2)cc(Br)c1OCc1ccc(F)cc1
    1, 1.1, 0.8, 1, -2, 1.1, -12, -7, -15, 1
COc1ccc(NC(=O)c2ccc(Cl)c(S(=O)(=O)N3CCc4ccccc4C3)c2)cn1
    0.9, 1, 0.9, 0.6, 16, 1, -2, -4, -8, 0.9
COc1cccc(-c2nc(CS(=O)(=O)CC(=O)NCCCN3CCc4ccccc4C3)c(C)o2)c1
    1, 1, 1, 1.2, -16, 1.1, -1, -5, -6, 0.9
CC(C)Cc1nc(Cl)c(C#N)c2c1CCCC2
    0.8, 1, 0.9, 0.98, -10, 1.1, -5, -6, -3, 0.9
COC(=O)C1=C(C)N(Cc2ccco2)C(=O)N[C@@H]1c1ccccc1
    1, 1, 0.9, 1.3, -1, 1, -4, -3, -11, 0.9
CCC(=O)N1CCc2cc(S(=O)(=O)CCC(=O)Nc3ccc(C)cn3)ccc21
    1.1, 1.1, 0.9, 1.1, -18, 1.1, -7, -7, -6, 1
Cc1cnc(C(=O)NCc2ccc(Cl)cc2Cl)cn1
    1, 1, 1.1, 1.1, 10, 1, -2, -4, -1, 1
CCCC(C)C(=O)NCc1ccncc1 (configuration not stated)
    0.9, 1.1, 1, 0.99, -4, 1, -5, -2, -5, 0.9
Nc1ccccc1-c1nnn(CC(=O)N2CCCc3ccccc32)n1
    1, 1, 0.9, 1, -15, 1, -2, -4, -9, 1

Exported as labelled records: 2 of the compounds above.
CCC(C)N1CC(O)=C(c2nc3ccccc3[nH]2)C1=N (configuration not stated)
- PMI act: 1
- TNAP act hiacc: 1.1
- bIAP activator: 1.8
- NF-kB expr up: 2.2
- APP 5'UTR act: 35
- FLuc act counter: 0.9
- TNAP inh hiacc: -12
- FLuc inh counter: 8
- TNAP inh noacc: -202
- PMI act satM6P: 1
CCN(CC)C(=O)CSc1nc2cc3c(cc2c(=O)n1CCCC(=O)NCc1ccc(OC)cc1)OCO3
- PMI act: 1
- TNAP act hiacc: 1
- bIAP activator: 1.2
- NF-kB expr up: 0.76
- APP 5'UTR act: 7
- FLuc act counter: 1
- TNAP inh hiacc: 2
- FLuc inh counter: -2
- TNAP inh noacc: -9
- PMI act satM6P: 1

NF-kB expr up, what is marked active above
| SMILES | PMI act | TNAP act hiacc | bIAP activator | NF-kB expr up | APP 5'UTR act | TNAP inh hiacc | TNAP inh noacc | PMI act satM6P |
| --- | --- | --- | --- | --- | --- | --- | --- | --- |
| Cc1ccc(-c2cc(-c3ccccc3[N+](=O)[O-])[nH]n2)c(O)c1 | 0.9 | 1 | 1.4 | 4* | 132 | -4 | -218 | 0.9 |

(list continues)
Values in the order – PMI act, TNAP act hiacc, bIAP activator, NF-kB expr up, APP 5'UTR act, FLuc act counter, TNAP inh hiacc, FLuc inh counter, TNAP inh noacc, PMI act satM6P
COc1ccc(CNC(=O)Nc2ccc(OC)cc2)cc1
    1, 1.1, 0.9, 1.1, 5, 1, -8, -2, -17, 1
O=C1Nc2ccc(S(=O)(=O)N3CCOCC3)c3cccc1c23
    0.8, 1.1, 0.9, 1, 3, 1, -5, -2, -11, 0.9
C=CCSc1nc(-c2ccccc2)c(C#N)c(=O)[nH]1
    1, 1.1, 1.1, 1.4, -4, 1.1, -5, -7, -12, 1.1
CC1(C)CC(=O)C2=C(C1)N(Cc1cccnc1)C(=O)C2(NC(=O)C1CC1)C(F)(F)F (configuration not stated)
    0.8, 1, 1, 1, 18, 1, 2, -1, -5, 0.9
CCOC(=O)c1cnc2c(cnn2C)c1Oc1ccc(OC)cc1
    1, 1, 1.1, 0.98, 10, 1.1, -2, -6, -8, 1
C=CCOc1ccc2nnc(C)n2n1
    1.1, 1.1, 1, 0.96, 10, 1.1, -6, -10, -6, 1.1
C=CCN1C(=O)NC(c2ccc(OC)cc2)(C(F)(F)F)S/C1=C(\C#N)c1nnc(N2CCOCC2)n1-c1ccccc1 (configuration not stated)
    1, 1, 1.1, 1.2, 2, 1, -1, -3, -3, 1
Cc1ccccc1C(=O)NC(=S)Nc1ccc(N2CCOCC2)cc1
    0.9, 1, 1, 1.6, 6, 1, 3, -2, -3, 1
COc1ccc(/C=N/NC(=O)CCn2cnc(-c3ccccc3)c2-c2ccccc2)cc1OC
    0.9, 1.1, 1.2, 1.4, -80, 1, -8, -3, -15, 0.9
Cc1cc(C)cc(C(=O)NCC(=O)OCC(=O)N(C)c2ccccc2)c1
    1, 1, 1.2, 1.1, -10, 1, -2, -2, -8, 1
O=C(NNS(=O)(=O)c1ccccc1)C1CCN(S(=O)(=O)c2ccc(Cl)cc2)CC1
    1, 1, 0.8, 1.2, -8, 1, -3, -5, -9, 1
CCN(CC)CCN(C(=O)CN1C(=O)CCC1=O)c1nc2cc3c(cc2s1)OCO3
    1.1, 0.9, 1.1, 1.3, -6, 1.1, 5, -5, 4, 1.2
CCP(=O)(CC)C(C)(C)CP(=O)(c1ccccc1)c1ccccc1
    1, 1, 0.8, 0.94, 10, 1, -1, -4, -8, 0.9
COCCCNC(=O)CN1C(=O)/C(=C\c2ccc(C)cc2)Sc2ccccc21
    0.9, 1, 1, 1.2, -7, 1, 3, 1, -7, 1
N=c1oc2ccc3ccccc3c2cc1C(N)=S
    1, 0.9, 0.8, 0.9, 13, 1, 6, -3, 24, 0.6
CC(C)(C)c1ccc(NC(=S)NCc2cccs2)cc1
    0.9, 1.1, 0.9, 1.6, 23, 1.1, -11, -7, -26, 0.9
CCN(CC)CCN(C(=O)c1cccc([N+](=O)[O-])c1)c1nc2ccc(OC)cc2s1
    0.4, 1.1, 1, 1.3, 4, 1, -5, -3, -11, 1.2
O=C(/C=C/c1cc([N+](=O)[O-])ccc1OC(F)F)Nc1cccc(OC(F)F)c1
    0.9, 1, 0.7, 1, -3, 1.1, -4, -5, -10, 0.9
COc1cc2c(c(OC)c1)C(c1cccc(OC)c1OC)CC(=O)N2 (configuration not stated)
    0.9, 1, 1, 1.2, -7, 1.1, 0, -6, -5, 0.9
CC1CCN(CC(O)COCCOc2ccc(Br)cc2)CC1 (configuration not stated)
    1, 1, 0.9, 1, 16, 1.1, -4, -6, -4, 1

By substructure, the entries above with a furan ring, fused or not
Values in the order – PMI act, TNAP act hiacc, bIAP activator, NF-kB expr up, APP 5'UTR act, FLuc act counter, TNAP inh hiacc, FLuc inh counter, TNAP inh noacc, PMI act satM6P
Cc1cc(NC(=O)/C(C#N)=C/c2ccc(-c3ccc(SC(F)F)cc3)o2)n(-c2ccccc2)n1
    0.8, 0.9, 0.8, 1.3, -5, 1, 13, 0, 4, 0.9
COC(=O)C1=C(C)N(Cc2ccco2)C(=O)N[C@@H]1c1ccccc1
    1, 1, 0.9, 1.3, -1, 1, -4, -3, -11, 0.9

Gathered by group: those above containing a thiophene ring, fused or not.
Values in the order – PMI act, TNAP act hiacc, bIAP activator, NF-kB expr up, APP 5'UTR act, FLuc act counter, TNAP inh hiacc, FLuc inh counter, TNAP inh noacc, PMI act satM6P
CC(=O)N1N=C(c2cccs2)CC1c1cccc([N+](=O)[O-])c1 (configuration not stated)
    0.9, 1, 1, ·, 19, 1, -4, -2, -7, 0.9
CCN(CC)C(=O)Cn1cnc2sc(C(=O)N3CCN(c4ccc(OC)cc4)CC3)c(C)c2c1=O
    1, 1, 1, 1.1, -5, 1.1, -2, -7, -6, 1
CC(C)(C)c1ccc(NC(=S)NCc2cccs2)cc1
    0.9, 1.1, 0.9, 1.6, 23, 1.1, -11, -7, -26, 0.9
